AID2073 = disruptors of CaV2.2 binding to Mint1 – biochemical, HTRF (AID 2073). one-dose inhibition, % at 20 µM; IC50 in µM for titrated hits. actives 0.19% (n = 290,000). HTRF protein-protein interaction, Mint1-CaV2.2; higher % means a stronger effect; in the data active = inhibition mostly above about 51%, no sharp cut-off; inconclusive = no clear call, values can overlap the other calls; inactive = mostly below about 53%; also: some results filed as inactive read as strong as hits
Yfh1-off respiration = enhancers of respiration in Yfh1-depleted yeast, dose response, Friedreich's ataxia, plus single-dose screen (AID 1465); fold induction at 50 µM; hits with a dose series show EC50 in µM; S. cerevisiae Yfh1-off respiration, WST-1 reduction, 72 h; higher fold induction means a stronger effect; actives 0.074% (n = 220,000);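 active = fold induction of absorbance versus untreated yeast above a set limit, then at least 30% activation at any dose in follow-up; inconclusive = repeats straddling the limit, or above it without dose testing; inactive = fold induction below the set limit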;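 also: activators that raise dye reduction in frataxin-depleted yeast; strong numbers were not always called active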
HIV peptide binding = inhibitors of HIV fusion peptide binding, primary screen, biochemical, uHTS, fluorescence dequenching (AID 1986); cell-free peptide binding, fluorescence dequenching, 30 min; higher % means a stronger effect; one-dose inhibition, % at 20 µM; IC50 in µM for titrated hits; actives 0.3% (n = 290,000); in the data active = inhibition mostly above about 52%, no sharp cut-off; inactive = mostly below about 76%; also: some results filed as inactive read as strong as hits
Dynein transport = dynein cargo transport inhibition; z-score, hits read low; actives 0.47% (n = 220,000); 3617.4 mouse cells, GR-EGFP nuclear translocation imaging; test concentration mostly 20 µM; stimulated with dexamethasone, 1 µM; hits give low values; AID 1381;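 active = plate z-score of nuclear minus cytoplasmic receptor signal below a set negative limit, without overly bright fluorescence or cell loss, cut at about -3.5 in these data, passing the limit was not always enough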;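 also: z-score of nuclear minus cytoplasmic ring GR-EGFP intensity difference per well; some compounds called inactive have numbers as strong as hits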
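Buffer or medium: Induction medium lacking tetracycline, stripped serum | Also added: Dexamethasone agonist, 1.0 µM final, for 30 min | Timing: 48 h induction, 1 h compound, 30 min dex at 37 °C | Detection: Formaldehyde fixation, Hoechst nuclear stain, 10x automated fluorescence imaging | Measure: Nuclear versus cytoplasmic GR-EGFP signal, averaged per well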
MT stabilize HCS = microtubule stabilizers in HeLa cells | % tubulin-high responders, % at 10 µM | AID 2205 | HeLa tubulin immunostaining HCS, 24 h; share of cells brighter than vehicle mean+2SD | actives 0.83% (n = 200,000);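 active = plate Z-score above 3 for both tubulin-high and condensed-nucleus cell shares, with cell loss under 80%, at 10 µM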;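 also: anti alpha tubulin signal scored within the nucleus-defined area of each cell; some results filed as inactive read as strong as hits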
Autophagy HCS = alters autophagy in cells. calls only at 10 µM (by protocol). actives 0.98% (n = 190,000). MEF GFP-LC3 puncta imaging; test concentration mostly 10 µM;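 active = percentage of spot-positive cells more than 3 SD above its plate mean, without a fluorescence outlier flag or 80% toxicity; inconclusive = no clear call, values can overlap the other calls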;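 also: spot-positive cell cutoff set from DMSO-treated cells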
b-catenin transl = beta-catenin nuclear translocation modulation; AID 1665; nuclear translocation activity, % at 5 µM; actives 0.3% (n = 190,000); HeLa beta-catenin nuclear translocation, immunofluorescence imaging;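 active = nuclear translocation activity above 50% at 5 µM, with a well cell count of 50 or more; inconclusive = wells under 50 cells across six images, flagged as toxic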;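 also: per-cell ratio of nuclear to cytoplasmic median beta-catenin stain intensity; plate controls were DMSO negative control for no effect and GSK-3 inhibitor IX positive control for full effect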
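Test system: human HeLa cells, native beta-catenin. Compound dosing: 5 µM primary single dose, 0.1% DMSO, 0.02–20 µM confirmation series. Incubation: compound exposure 24 h at 37°C. Detection: beta-catenin immunostaining with DAPI counterstain, 20x imaging, 6 fields/well. Read-out basis: Nuclear/cytoplasmic beta-catenin signal ratio, % activation.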
WT yeast gro inh = growth inhibition of WT yeast, mitochondrial fusion screen. mitochondrial fusion phenotypic screen, WT strain. inhibition, % at 10 µM. actives 2.1% (n = 190,000). AID 1362; in the data active = inhibition above about 58%; tested in S. cerevisiae
Insulin prom up = MIN6 insulin promoter up-regulation. actives 0.3% (n = 190,000). z-score at 5 µM. MIN6 insulin promoter-GFP reporter, high-content imaging; hits give high values. AID 1625;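 active = z-score above 3 at 5 µM with at least 500 cells counted in the well; inconclusive = wells under 500 cells, flagged as cytotoxic or low count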
WT yeast gro inh mutant strain = also measured in WT yeast gro inh; calls as there; inhibition, %; mitochondrial fusion phenotypic screen, mutant strain inhibition
Dynein transport cytoplasmic EGFP = recorded beside Dynein transport, whose call it bears; z-score; measured here: cytoplasmic GR-EGFP intensity; hits give high values
Dynein transport nuclear GR-EGFP = second read-out of Dynein transport, no call of its own (marks repeat the call); z-score; measured here: nuclear GR-EGFP intensity;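 lower value marks the stronger effect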
Dynein transport cell count = recorded beside Dynein transport, whose call it bears; z-score; measured here: cell count per field
Insulin prom up cell count = recorded beside Insulin prom up, whose call it bears; cell count; measured here: cytotoxicity, nuclei count;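 total cells summed across four imaged fields per well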
b-catenin transl cell count 5 µM = further read-out of b-catenin transl, marked with its call; cell count; measured here: cell count, cytotoxicity flag
MT stabilize HCS Hoechst-high % = second read-out of MT stabilize HCS, no call of its own (marks repeat the call); % Hoechst-high responders; measured here: nuclear condensation Hoechst responders;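 share of cells brighter than vehicle mean plus two SD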
MT stabilize HCS cytotoxicity % = second read-out of MT stabilize HCS, no call of its own (marks repeat the call); toxicity, %; measured here: cytotoxicity by cell density;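 0% = mean cell density of plate MIN control wells and 100% = no cells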
Autophagy HCS cell loss 18 h = also measured in Autophagy HCS; calls as there; toxicity, %; measured here: cell loss, nuclei count;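 cell loss after 18 h compound exposure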
* marks the source's active call; other numbers are inactive results; i = inactive; ? = inconclusive; · = not tested or not shown.

SMILES	AID2073	Yfh1-off respiration	HIV peptide binding	Dynein transport	Dynein transport cytoplasmic EGFP	Dynein transport nuclear GR-EGFP	Dynein transport cell count	MT stabilize HCS	MT stabilize HCS Hoechst-high %	MT stabilize HCS cytotoxicity %	Autophagy HCS	Autophagy HCS cell loss 18 h	b-catenin transl	b-catenin transl cell count 5 µM	WT yeast gro inh	WT yeast gro inh mutant strain	Insulin prom up	Insulin prom up cell count
Cc1nc2c(c(=O)n1CCC1=CCCCC1)c1nc3ccccc3nc1n2/N=C/c1ccccc1	0.8%	i	-0.8%	-0.0744	-0.199	0.319	0.0672	0.7	1.4	5.8	i	-9.5	·	·	-15.8	10.0	·	·
Cc1sc2nc(CN3CCCC3)nc(Cl)c2c1C	15.6%	i	1.3%	-1.25	0.0488	-1.1	0.255	2.9	2.9	3.4	i	0.3	-0.6	964	9.9	21.3	-0.03	876
O=C(CSc1nc2ccccc2[nH]1)Nc1nc(-c2ccccc2)c(-c2ccccc2)o1	8.9%	i	-0.5%	-0.26	-0.258	-0.212	0.27	9.3	1.6	5.4	i	8.7	-1.2	1171	-12.5	2.0	0.05	1415
Clc1cc(Br)ccc1OCCOCCOc1cccc2cccnc12	7.2%	i	-0.2%	-0.0306	-0.17	-0.141	0.0934	1.5	1.7	3.8	i	-1.4	1.1	1297	15.4	5.0	-0.14	1610
Cc1ccc2cc(-c3noc(C4CCCCC4)n3)c(=O)[nH]c2c1	12.9%	·	8.2%	-0.303	-0.218	0.148	0.085	1.7	1.7	11.5	i	-10.3	-1.6	1078	21.6	10.3	0.17	1415
Fc1ccc2[nH]c3c(N4CCN(Cc5ccc6c(c5)OCO6)CC4)ncnc3c2c1	34.4%	·	-1.4%	1.58	-0.114	1.19	-1.45	1.6	0.8	9.4	i	5.3	1.1	1387	·	·	?	·
CN(C)CCOc1ccccc1-c1ccccc1	-1.4%	i	0.5%	2.7	0.617	1.5	-1.31	2.0	1.5	7.6	i	-15.0	0.8	1166	13.3	0.8	0.78	842
O=C(c1ccccc1[N+](=O)[O-])N1CCc2ccccc2C1	4.8%	i	3.6%	0.0773	-0.203	0.025	-0.548	1.7	3.4	13.0	i	-7.8	2.1	548	-14.6	-17.6	0.22	1275
O=C(OCc1cc2ccccc2[nH]c1=O)c1cccc([N+](=O)[O-])c1	7.3%	i	-0.2%	-0.186	-0.103	0.292	-0.392	·	·	·	·	·	-0.5	1277	·	·	-0.81	1120
CCSc1nnc(-c2cccs2)o1	-3.9%	i	1.8%	-0.281	-0.132	0.473	-0.699	3.5	2.0	4.8	i	-6.8	·	·	-7.9	3.1	-0.18	1265
CCOC(=O)c1ccccc1NC(=O)c1nc2nccc(C)n2n1	7.9%	i	-0.3%	0.0454	-0.361	-0.00502	-0.656	2.0	1.2	10.0	i	15.5	-2.2	1196	-3.8	-0.2	0.15	929
O=C(Cc1cccc2ccccc12)N/N=C1\CCCc2ccccc21	-1.2%	i	1.4%	-0.556	-0.234	-0.505	1.11	3.5	3.1	5.4	i	-14.9	-2.9	798	·	·	·	·
CNc1cc(CSC)nc(SCc2ccc(Cl)cc2Cl)n1	10.7%	i	-0.2%	-0.0109	-0.207	-0.229	0.527	1.5	1.7	11.7	i	-3.8	0.9	1388	85.1*	80.2*	-0.6	1179
CCCc1ncc(C(O)(c2ccccc2)c2ccccc2)n1C	-0.1%	i	3.1%	-0.162	-0.377	-0.0698	0.934	3.3	3.0	1.5	i	-3.7	1.1	1113	-13.7	-14.7	-0.47	1207
O=C(O)CNS(=O)(=O)c1cccc(Cl)c1	7.0%	i	1.0%	-0.244	-0.281	-0.244	0.0392	·	·	·	·	·	0.5	1294	·	·	0.28	1088
O=C(CSc1n[nH]c(-c2ccccc2F)n1)NCC(=O)Nc1ccc(F)c(F)c1F	7.9%	i	-0.9%	1.79	-0.263	1.17	-1.65	2.4	2.4	10.7	i	-10.7	-0.8	1039	-6.5	7.0	1.5	1286
CSc1ccccc1NC(=O)CCn1c(=O)sc2ccccc21	1.7%	i	2.9%	-0.525	-0.264	-0.31	1.1	3.1	2.2	4.1	i	-3.2	2.2	1458	-12.2	-11.4	-0.14	1501
COc1ccccc1N1CCN(C(CNC(=O)c2ccco2)c2cccnc2)CC1 (stereo not drawn)	7.5%	i	0.5%	-0.7	-0.125	-0.0923	-0.556	6.3	2.3	6.9	·	·	-0.5	1087	6.2	8.9	0.46	941
O=C(Nc1ccc(-c2cn3ccccc3n2)cc1)c1ccco1	-2.8%	i	0.4%	-0.0112	-0.299	0.108	-0.548	4.4	3.2	3.2	i	-11.7	·	·	32.6	23.0	-0.03	1196
COC(=O)c1cc(Cl)c(NC(=O)c2cc(OC)c(OC)c(OC)c2)cc1OC	8.6%	i	-1.2%	-0.321	-0.187	-0.277	-0.011	4.7	1.5	0.5	i	13.7	-1.2	1030	7.6	9.0	-0.01	1761
Clc1ccc(OCc2nnc(SCc3nc4ccccc4[nH]3)n2Cc2ccco2)cc1	19.9%	i	-1.5%	0.112	-0.29	0.341	-0.305	2.8	1.6	12.1	i	3.8	2.3	1100	13.3	18.9	-0.27	1019
CCc1ccc(-c2cc(C(=O)NN3CCOCC3)c3ccccc3n2)cc1	-3.1%	i	-0.3%	-0.192	-0.168	0.0444	0.216	3.9	2.3	3.2	i	9.2	-0.5	1120	5.5	-0.9	0.36	1239
Cc1ccc(NC(=O)c2noc3c2CCCCC3)cc1	3.1%	i	-0.8%	-0.537	-0.272	-0.133	0.0985	3.3	1.8	6.8	i	0.1	-0.1	915	1.7	-9.7	-1.54	1444
CC(=O)N[C@@H](C)C(=O)N1CCN(S(=O)(=O)c2ccc(Cl)cc2)CC1	0.4%	i	-1.5%	0.0165	-0.318	0.28	0.763	3.5	2.1	10.4	i	8.7	-2.8	1077	-11.6	15.7	0.37	1222
CC1(C)N=C(c2cccs2)C(C)(C)N1O	12.8%	i	0.6%	0.631	-0.192	0.609	-0.14	2.8	2.0	9.6	i	10.6	0.1	1370	-3.1	-11.2	0.04	1540
COc1ccc(NC(=O)CN2CCN(C(=S)NC3CCCC3)CC2)cc1	-4.6%	i	0.5%	-0.517	-0.202	0.162	0.649	·	·	·	·	·	-0.3	1347	·	·	-0.3	1152
O=C(Nc1nc2c(s1)CCCC2)c1cccs1	7.9%	i	-1.7%	-0.828	-0.392	-0.141	0.692	3.0	2.8	6.4	i	1.9	-2.2	1167	26.2	10.8	-1.28	1138
CCCOC(=O)C1[C@H]2C(=O)N(CCCOC)C[C@]23C=C[C@H]1O3 (stereo partly drawn)	-7.5%	i	-1.8%	-0.0747	-0.208	0.271	-0.57	1.5	1.4	3.1	i	-3.1	-0.9	962	1.8	-2.9	-0.31	1276
Cc1c(C(=O)O)sc(=S)n1CCOc1ccccc1	7.6%	i	4.5%	-1.02	0.505	-0.202	0.95	1.6	3.1	12.3	i	-11.0	-4.2	1012	4.4	6.0	-0.59	1289
Cc1ccc(-n2c(SCC(=O)Nc3cc(C)on3)nc3ccccc3c2=O)cc1	-4.5%	i	-2.4%	0.701	0.245	1.31	0.922	1.4	0.6	6.9	i	-7.2	5.0	1015	12.2	-4.9	0.5	945
Cc1nc(-c2cccc(N)c2)cs1	1.4%	i	0.5%	-1.08	-0.285	-0.6	0.639	10.7	1.5	7.0	·	·	0.5	1162	1.5	4.9	-0.7	1936
CC(=O)c1c(C)[nH]c(C(=O)OCC(=O)Nc2ncc(Cl)c(C)c2Cl)c1C	-7.3%	i	0.1%	0.51	-0.198	0.498	0.244	2.3	2.5	0.4	i	12.7	-6.8	999	8.5	8.2	-0.02	1271
COc1ccc(C(=O)O/N=C(/c2ccccc2)c2ccncc2)cc1	-14.7%	i	1.5%	0.0898	-0.233	-0.228	0.394	2.1	3.0	7.4	i	25.8	·	·	-7.3	-12.2	1.5	1201
C=CCN1C(=O)C(Cc2ccccc2Cl)SC1=Nc1ccc(C(=O)O)cc1 (stereo not drawn)	5.9%	i	3.9%	-0.663	-0.0962	-0.339	1.25	·	·	·	·	·	-1.1	1380	·	·	-0.18	1172
CCC(C)NC(=O)CSc1nc2ccsc2c(=O)n1NC(=O)c1ccccc1 (stereo not drawn)	-7.8%	i	-0.3%	-0.193	-0.164	0.0932	0.35	3.1	0.8	5.7	i	-10.6	·	·	-1.5	-2.2	-0.21	1026
Cc1ccc(-n2nc3ccc(NC(=O)c4cccc([N+](=O)[O-])c4C)cc3n2)cc1	3.2%	i	-1.3%	-0.125	-0.252	-0.103	0.998	7.7	2.4	5.9	i	-9.3	-3.3	813	11.9	7.2	0.63	1376
CCN(CC1COc2ccccc2O1)C(=S)Nc1ccccc1 (stereo not drawn)	-5.8%	i	-2.9%	-0.932	-0.152	0.2	0.0641	2.5	1.8	3.5	i	-10.0	0.6	1443	26.0	12.5	-0.16	1476
O=C(CSCc1ccc(F)cc1)Nc1ccc(F)cc1	-5.9%	i	-0.7%	-0.678	-0.306	-0.645	0.7	4.7	2.2	5.5	i	4.9	1.7	571	14.8	-14.4	0.08	1314
CC(NCc1ccccc1OC1CCCC1)c1ccccc1 (stereo not drawn)	2.2%	i	0.0%	-0.595	-0.125	0.136	0.0572	·	·	·	·	·	0.9	1312	·	·	-1.95	1045
